# Screening results from PubChem BioAssay.
# SKN-1 inh: blocks SKN-1 activity in C. elegans. hit rate 0.49% among 360,000. C. elegans VP596 Pgst-4::GFP/RFP ratio, acrylamide-induced, 24 h. inhibition, % at 21.8 µM. AID 624304;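 active = interference check ratio from 0.5 to 1.5 plus GFP to RFP signal ratio inhibition reaching or exceeding a fixed threshold, cut at about 30% in these data, passing the limit was not always enough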; note: some compounds called inactive have numbers as strong as hits
# FAS-TE inh: inhibitors of human fatty acid synthase thioesterase domain; P49327; recombinant FAS-TE, OMFH fluorogenic substrate, fluorescence endpoint; inhibition, % at 15 µM; hit rate 0.67% among 360,000;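 active = compounds whose normalised, plate-corrected inhibition of enzyme fluorescence in the single-dose primary screen is 50% or more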;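 note: 0% = DMSO with enzyme and 100% = substrate without enzyme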
# Rin1 Abl inh: blocks binding of human Rin1 to Abl; P00519+Q13671; TR-FRET Rin1/Abl binding, biochemical; inhibition, % at 7.35 µM; hit rate 0.4% among 360,000; AID 588664; in the data active = inhibition above about 5%, passing the limit was not always enough
# NadD inh: inhibitors of Staphylococcus aureus NadD. purified NadD enzyme, colorimetric absorbance read-out. inhibition, % at 20 µM. hit rate 0.78% among 360,000. AID 602399; in the data active = inhibition above about 26%; note: some compounds past the cut are filed as inactive
# Rpn11 block: inhibitors of human proteasome Rpn11; calls only at 20 µM; hit rate 0.59% among 360,000; AID 588493; human 26S proteasome, Ub4-pepOG fluorescence polarization; 20S core pre-blocked with epoxomicin; O00487;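 active = inhibition at 20 µM, scaled to each plate's controls, above about 33%, limit read from the data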
# PABP1 MLLE inh: blocks PAM2 peptide binding to the PABP1 MLLE domain; inhibition, % at 20 µM; hit rate 0.36% among 360,000; P11940; GST-MLLE / FITC-PAM2 fluorescence polarization; in the data active = inhibition above about 35%, passing the limit was not always enough;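 note: plate controls were DMSO wells with GST-MLLE for no effect and wells lacking GST-MLLE protein for full effect; some results filed as inactive read as strong as hits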
# Target sequence (P11940 whole entry, looked up, the tested form may be a part): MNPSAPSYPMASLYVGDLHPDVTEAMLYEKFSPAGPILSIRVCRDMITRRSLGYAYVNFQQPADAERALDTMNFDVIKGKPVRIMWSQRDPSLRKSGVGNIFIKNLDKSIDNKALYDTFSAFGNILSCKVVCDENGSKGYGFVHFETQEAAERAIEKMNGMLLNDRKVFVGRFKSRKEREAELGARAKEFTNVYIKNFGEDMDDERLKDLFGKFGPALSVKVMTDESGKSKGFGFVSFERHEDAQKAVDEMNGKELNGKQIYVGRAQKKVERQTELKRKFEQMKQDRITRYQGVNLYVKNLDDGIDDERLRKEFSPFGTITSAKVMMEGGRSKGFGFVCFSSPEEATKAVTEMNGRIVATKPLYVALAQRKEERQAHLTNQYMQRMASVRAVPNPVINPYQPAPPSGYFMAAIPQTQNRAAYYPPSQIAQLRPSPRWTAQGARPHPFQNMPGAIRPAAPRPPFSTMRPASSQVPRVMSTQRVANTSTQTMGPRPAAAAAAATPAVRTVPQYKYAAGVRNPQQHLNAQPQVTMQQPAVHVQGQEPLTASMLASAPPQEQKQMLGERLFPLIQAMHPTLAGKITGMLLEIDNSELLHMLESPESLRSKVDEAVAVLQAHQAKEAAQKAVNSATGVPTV
# CSN deneddyl inh: CSN deneddylation inhibition; Q92905; Purified CSN, SCF-Nedd8-OG deneddylation, fluorescence polarization; inhibition, % at 12.5 µM; hit rate 0.38% among 360,000; AID 651999;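 active = pattern-corrected inhibition above about 35%, with an unprinted fluorescence ratio check between 0.5 and 1.5, limit read from the data, passing the limit was not always enough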;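 note: 0% = enzyme with substrate and 100% = substrate without enzyme; some results filed as inactive read as strong as hits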
# Target sequence (Q92905 whole entry, looked up, one chain of several): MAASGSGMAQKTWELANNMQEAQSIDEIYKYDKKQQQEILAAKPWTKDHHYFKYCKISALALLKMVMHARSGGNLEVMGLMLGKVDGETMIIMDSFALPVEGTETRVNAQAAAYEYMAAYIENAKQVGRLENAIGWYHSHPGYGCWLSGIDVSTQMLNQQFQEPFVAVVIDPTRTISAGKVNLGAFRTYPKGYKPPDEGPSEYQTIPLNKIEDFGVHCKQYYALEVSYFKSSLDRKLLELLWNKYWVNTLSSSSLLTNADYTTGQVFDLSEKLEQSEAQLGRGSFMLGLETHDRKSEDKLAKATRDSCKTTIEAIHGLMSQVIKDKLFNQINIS
#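 test system = HEK293T-derived human Csn5 enzyme | amount = 0.24 nM Csn5 enzyme, final concentration | medium = Tris/NaCl/DTT buffer, pH 7.5 | schedule = 90 min reaction at room temperature | signal = FP | evaluation = inhibition of Csn5 cleavage, % | compound dosing = single dose of 12.5 µM compound with 0.25% DMSO | probe or stimulus = 10 nM SCFSkp2-Nedd8OG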
# Neddylation inh: blocks human cullin neddylation; P61081+Q13564; TR-FRET cullin neddylation, biochemical; calls only at 25 µM; hit rate 0.58% among 360,000; in the data active = inhibition above about 36%
# MT1-MMP act inh: MT1-MMP (human) activation inhibition | P50281 | HT1080 RFP-PRO-GFP cells, GFP/RFP ratio fluorescence, overnight; percent of plate control window, DMSO zero | hit rate 0.061% among 360,000 | GFP/RFP ratio change, % at 20 µM;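 active = GFP/RFP ratio change of at least 30% with cell ATP level not reduced by more than half and red fluorescence within 50% of control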; note: strong numbers were not always called active
#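 Assay system: RFP-PRO-GFP reporter HT1080 cells; read-out basis: GFP/RFP fluorescence ratio; benchmarks: DMSO wells and RFP-L50D-GFP cells; doses: 20 µM single dose, 1% DMSO; schedule: overnight cell settling, then overnight compound exposure, 37 °C, 5% CO2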
# * marks the source's active call; other numbers are inactive results; i = inactive; nt = not tested or not shown; + = active, no number.
# The line under a structure holds: FAS-TE inh	SKN-1 inh	Rin1 Abl inh	MT1-MMP act inh	Neddylation inh	NadD inh	Rpn11 block	PABP1 MLLE inh	CSN deneddyl inh
CC(C)(C)N1C(=O)c2ccc(C(=O)Nc3ccc(C(=O)O)cc3)cc2C1=O
  4	-22	-3	0	i	-6	i	-1	4
CCN(CC)c1ccc2cc(NC(=O)CCC(=O)O)c(=O)oc2c1
  -18	-12	-3	-24	nt	2	i	91	-16
CCC(CC)=NNc1ccc([N+](=O)[O-])cc1[N+](=O)[O-]
  -2	4	1	-1	i	-2	i	-10	0
COC(=O)Nc1ccc(S(=O)(=O)NCCCCCC(=O)O)cc1
  2	10	0	-3	i	4	i	-12	-11
O=C(NCc1ccc2c(c1)OCO2)C1CCC(CNS(=O)(=O)c2cccc3nsnc23)CC1 (stereo not drawn)
  0	3	2	2	i	-3	i	7	-5
CCOC(=O)CSC1=NC(=O)/C(=C/c2ccc(OC)cc2)S1
  -3	-9	0	-11	i	2	i	22	6
Cc1nc(C)c(-c2ccc(SCC(=O)Nc3cccc(F)c3)nn2)s1
  -1	19	-4	-7	i	1	i	17	2
COc1ccc(-c2c(Sc3ccccc3)c3cc(-c4ccc5c(c4)OCO5)ccc3n2C)cc1
  20	-5	nt	-6	i	13	nt	nt	20
CN1C(C(=O)NCc2cccc(Br)c2)CC2Cn3c(nc4cc5ccccc5cc43)C21 (stereo not drawn)
  1	15	1	7	i	3	i	-5	-1
CCCCN=C1NN=C(c2cc3ccccc3o2)CS1
  -8	12	-1	-5	i	14	+	-106	8
CN1CCC[C@@H]1CCNC(=O)c1c(-c2ccc3c(c2)OCO3)noc1-c1ccsc1
  -9	-6	6	-8	i	1	i	-17	-1
Cc1ccc2nc(-c3ccc(NC(=O)COCC(=O)O)cc3)sc2c1
  -4	5	-2	1	+	-8	i	-9	1
CN(C)c1ccc(CNC(=O)CCNS(=O)(=O)c2cc(Br)cnc2N)cc1
  -2	-6	1	-9	i	-7	i	-19	-1
O=C(Cc1cccs1)Nc1ccc(S(=O)(=O)Nc2ncccn2)cc1
  -5	2	-2	-4	i	1	i	-32	19
O=C(NC1CCCCCCC1)c1ccc(F)cc1
  -5	16	-1	0	i	-8	i	-7	-3
CCCC(=O)Nc1nnc(SCC(=O)N2CCCCC2)s1
  -5	6	1	2	i	3	i	2	-2
O=c1cc(/C=C/c2ccccc2)oc2c1ccc1ccccc12
  36	9	-2	-5	nt	0	i	6	-1
O=C(c1cnc(Cl)c(Cl)c1)N1CCC(Cc2ccccc2)CC1
  17	-5	-1	nt	i	5	i	8	2
COc1cccc2cc(C(=O)NCc3ccc(Cl)cc3)c(=O)oc12
  -1	-9	-1	4	i	-3	i	-17	0
Cc1ccc(C=NNc2nc3c([nH]2)c(=O)n(C)c(=O)n3C)cc1
  -9	15	1	3	i	-4	i	-17	0
CCOC(=O)[C@]12CCC=C1N(Cc1ccco1)C(=O)[C@H](CC(=O)NCc1cccc(C(F)(F)F)c1)C2
  6	7	nt	0	i	19	nt	nt	4
O=C(Cn1cnc2ccccc2c1=O)N1CCN(c2ccc(F)cc2)CC1
  -1	3	3	1	i	3	i	-2	-1
C=CCn1c(NS(=O)(=O)c2ccccc2)c(S(=O)(=O)c2ccc(C)cc2)c2nc3ccccc3nc21
  -3	0	1	1	i	-2	i	-5	1
COCCNC(=O)C1(C)Oc2ccccc2NC1=O (stereo not drawn)
  -5	-3	-2	-7	i	1	i	2	5
Nc1n[nH]c(N)c1N=Nc1cccc(F)c1
  -4	-3	-4	2	i	-6	i	-5	2
O=C(CCn1cnnn1)NC1CCCN(Cc2ccccc2F)C1 (stereo not drawn)
  -5	20	2	-2	i	-3	i	-2	3
COc1ccc2[nH]cc(C(=O)CNc3nc(C)cs3)c2c1
  -10	-12	-2	7	i	-2	i	-99	2
Cc1cccc(C2c3[nH]c4ccccc4c3CCN2Cc2cnn(-c3ccc(F)cc3)c2)n1 (stereo not drawn)
  32	-1	-2	-17	i	5	i	7	4
CCC(=O)NCCc1nc2cc(NC(=O)c3ccccc3Cl)ccc2n1C
  0	-14	3	7	i	0	i	-2	2
O=C(NCc1ccccc1Cl)c1cccc(C(F)(F)F)c1
  12	9	2	2	i	-6	i	-17	3

# Grouped by structure, the compounds so far with a furan ring, fused or not
# The line under a structure holds: FAS-TE inh	SKN-1 inh	Rin1 Abl inh	MT1-MMP act inh	Neddylation inh	NadD inh	Rpn11 block	PABP1 MLLE inh	CSN deneddyl inh
CCCCN=C1NN=C(c2cc3ccccc3o2)CS1
  -8	12	-1	-5	i	14	+	-106	8
CCOC(=O)[C@]12CCC=C1N(Cc1ccco1)C(=O)[C@H](CC(=O)NCc1cccc(C(F)(F)F)c1)C2
  6	7	nt	0	i	19	nt	nt	4

# Additional compounds follow.
# The line under a structure holds: FAS-TE inh	SKN-1 inh	Rin1 Abl inh	MT1-MMP act inh	Neddylation inh	NadD inh	Rpn11 block	PABP1 MLLE inh	CSN deneddyl inh
CC1CCCC(NC(=O)c2ccc3c(c2)OCO3)C1C (stereo not drawn)
  -5	11	2	0	i	-4	i	9	-5
O=C1N/C(=C/c2cccs2)C(=O)N1Cc1ccc(Br)cc1
  -2	-7	4	10	i	1	i	14	-2
Cc1ccc2nc(NC(=O)CN3CCN(c4ccccn4)CC3)sc2c1
  12	-20	2	1	i	-4	i	9	0
CCOC(=O)c1cnn2c(C(F)(F)F)cc(-c3cn(C)nc3C)nc12
  3	0	0	-2	nt	0	i	-4	-1
Cc1cccc(N2CCN(C(=O)COc3ccc4c(c3)CCC4)CC2)c1C
  16	3	-1	2	i	-6	i	14	-15
CC1CCCCC1NC(=O)c1cc2ccccc2o1 (stereo not drawn)
  -13	14	-2	-3	i	2	i	9	-14
C=CCn1c(=O)c2ccc(C(=O)NCc3ccccc3)cc2n(Cc2ccccc2Cl)c1=O
  -6	5	3	-3	i	1	i	-3	-1
O=C(CCC(=O)Nc1cccc([N+](=O)[O-])c1)N/N=C/c1cccs1
  18	-10	0	2	i	-4	i	5	0
CCN(CC)CCN1C(=O)C(O)=C(C(=O)c2cc3ccccc3o2)C1c1cccnc1 (stereo not drawn)
  -6	10	-10	2	i	5	i	-1	-10
COc1ccc(NS(=O)(=O)c2ccc(NC(=S)NC(=O)c3ccc(Br)cc3)cc2)nn1
  -9	7	-4	1	i	6	i	36	-1
COC(=O)C1C(c2ccc(OC)c(OC)c2)NC(c2ccc(OC)c(OC)c2)C(C(=O)OC)S1(=O)=O (stereo not drawn)
  -8	-2	-5	2	i	-4	i	-1	-1
C=CCn1c(SCC(=O)N2CCCCC2)nc(O)cc1=O
  -9	1	0	1	i	3	i	14	2
CCC1([N+](=O)[O-])COC(C=Cc2ccccc2)OC1 (stereo not drawn)
  3	2	4	3	i	-2	i	11	1
Cc1ccc(NC(=O)CCC(=O)NNC(=O)c2cccc([N+](=O)[O-])c2)cc1C
  6	-8	-1	4	i	-6	i	0	-1
CC1CCCC(C)N1CCCNC(=O)CCn1c(=O)c2cccn2c2cccnc21 (stereo not drawn)
  -6	8	1	-1	i	-4	i	-8	-2
O=C(Nc1ccccc1)c1nnsc1S(=O)c1ccc(Cl)cc1 (stereo not drawn)
  41	14	1	-7	i	-1	i	32	-3
COc1cccc(/C=N/NC(=O)c2ccc(CN3c4cccc5cccc(c45)S3(=O)=O)cc2)c1
  9	3	-2	1	nt	5	i	2	0
COc1cc(CC(=O)N2CCN(S(=O)(=O)c3ccc(C)cc3)CC2)cc(OC)c1OC
  0	-3	2	-1	i	-2	i	-3	-2
O=C(CN1C(=O)C2CCCCC2C1=O)OCC(=O)c1ccc(F)cc1 (stereo not drawn)
  -8	-4	2	-1	i	-3	i	-1	-3
Cn1c(=O)c2sccc2n2c(CCCC(=O)Nc3ccccc3)nnc12
  -1	2	-4	-3	i	0	i	4	0
COc1ccc(C(=O)Nc2ccc(C(=O)NCCc3ccc(OC)c(OC)c3)cc2)cc1
  -9	-7	1	-3	i	-3	i	0	-2
O=C(CN1C(=O)CCSc2ccccc21)Nc1cccc(F)c1
  -1	-3	-1	5	i	-3	i	-8	-2
CCCCCN(C(=O)CCC(=O)OCc1ccc(C(C)C)cc1)c1c(N)n(CCCC)c(=O)[nH]c1=O
  13	5	-1	-26	i	-6	i	-7	-2
CC(C)NC(=O)CC(=O)N/N=C/c1ccccc1F
  -3	-2	2	7	i	4	i	-8	-1
Cc1ccc([N+](=O)[O-])cc1NC(=O)CNC1CCCCC1
  23	15	0	-2	i	-4	i	6	-6
COc1ccc(CN(C)C(=O)CCN=C2NS(=O)(=O)c3ccccc32)c(OC)c1
  1	-1	0	6	i	0	i	-14	0
Brc1cccc(-c2nc3c4ccccc4ccn3c2CC2CCCCC2)c1
  18	6	nt	-2	i	9	nt	nt	5
COc1ccc2c(c1)c1nnc(SC)nc1n2C
  -7	-7	-4	-4	i	-2	i	0	0
Cc1ccc(C)c(N=C2CCCN2Cc2ccccc2)c1C#N
  10	-2	0	1	i	-1	i	4	0
O=S(=O)(Nc1ccc2nc(N3CCOCC3)sc2c1)c1ccc(Cl)cc1
  10	13	-1	1	i	8	i	-1	-2
CCc1nc2ccc(C(=O)NCCCn3ccnc3)cn2c1N(C)Cc1nccs1
  -6	0	1	2	i	1	i	6	-1
COc1ccccc1/C=C/C=C(\C#N)C(=O)NC(C)c1ccccc1 (stereo not drawn)
  5	-10	3	6	i	-8	i	-14	3
Cc1ccccc1-c1nc(-c2ccc(NC(=O)c3cccs3)cc2)no1
  33	-9	1	-7	i	-15	i	-2	4
c1nc(NC2CCCC2)c2[nH]cnc2n1
  -7	11	0	-5	i	-1	i	7	1
CC1CCC2(CC1)NC(=O)N(CC(=O)N1CCN(S(=O)(=O)c3ccc4c(c3)CCC4)CC1)C2=O (stereo not drawn)
  1	-14	4	5	i	0	i	-26	-4
Cc1cc(C)c(C#N)c(N)n1
  -11	0	2	-4	i	-7	i	5	3
CCCn1c(SCC(=O)NC)nc2sc3c(c2c1=O)CCC3
  -3	14	-1	8	i	2	i	0	0
C=CCC[C@@H](CCCCC)OC(=O)/C=C/[C@@H](O)[C@H](O)C[C@H](O)CC=C
  3	6	nt	-4	i	1	nt	nt	-1
CN(C)c1ccc(/C=C/c2nc3ccccc3c(=O)n2-c2ccc(C(=O)O)cc2)cc1
  -35	-27	-4	-49	i	0	nt	126	-76
c1cn2cc(CSC3CCCCC3)nc2s1
  -1	10	1	-3	i	1	i	15	5
O=C(NCc1cccc(F)c1)C1CCC(=O)N(CCCN2CCOCC2)C1 (stereo not drawn)
  -8	-11	-2	0	i	-7	i	-15	1
CCN1CCC2(CCN(C(=O)c3cc(COc4cc(C)ccc4C)on3)C2)C1 (stereo not drawn)
  -10	14	0	2	i	5	i	-8	2
CCN1C(=O)C2CCCCN2c2ccc(C(=O)NCCOC)cc21 (stereo not drawn)
  -5	7	2	5	i	2	i	-8	-2
COc1ccc(C(C(=O)Nc2ccc(F)cc2)N(C(=O)Cn2nnc3ccccc32)C2CC2)cc1 (stereo not drawn)
  10	-2	2	4	i	2	i	-5	1
CCOC(=O)c1cc(-c2ccc(Cl)s2)[nH]n1
  1	20	1	2	i	-3	i	1	0

# Rows were taken by chance; about 3.9% have a hit in one of these screens.
